# TCR act: T cell receptor activation; AID 504894; Potency, µM (highest dose often 9.22 µM), for the others: at the top dose activation of IL-2 secretion, hits mostly activators; primary human leukocytes, anti-CD3, IL-2 HTRF, 48 h; 330,000 tested, under 10 active; note: % of control where 0% means no effect
#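 HTRF read-out of IL-2 secretion: europium cryptate donor excited at 320nm, d2 acceptor emission at 665nm. Cells were primary human leukocytes incubated 48 hr with compounds and a-CD3 beads, supplying TCR signal only.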
# Giardia killer: Giardia lamblia killing; Giardia lamblia trophozoite viability; AID 540267; activity change, % at 7.66 µM, hits read low; actives 0.15% (n = 340,000); in the data active = activity change below about -80%; inconclusive = between about -30% and that limit;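 note: parasites exposed to compound for two days anaerobically before the ATP read; % is set by controls: 0 for no effect and ±100 for the full control effect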
#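 Compounds were tested on trophozoites seeded at 100 cells/well and held 48 hrs at 37 deg C anaerobically. An ATP-based luminescent kit measured the remaining live cells.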
# Coupling enz: counter-screen for Giardia aldolase inhibitors: coupling enzyme system | coupling enzyme system counterscreen, AmpLite Red fluorescence | activity change, negative = inhibition, % at 58.2 µM, hits read low | actives 0.67% (n = 290,000); in the data active = activity change below about -30%; note: % is set by controls: 0 for no effect and ±100 for the full control effect
#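 Counterscreen lacking aldolase: glyceraldehyde-3-phosphate coupling-enzyme reagent preincubated 10 min at RT with compound (at 57.5 uM final), then substrate/coupling system with AmpLite Red added; fluorescence read at 525/598 nm after 20 min RT.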
# Tb PFK block: blocks T. brucei phosphofructokinase | O15648 | T. brucei PFK, ADP-Glo luminescence | Potency, µM (highest dose often 57.5 µM), for inactives: at the highest dose activity, negative = inhibition, actives largely listed as inhibitors | actives 0.17% (n = 330,000) | AID 485367;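 note: potency is the fitted concentration of half-maximal effect; 0% = uninhibited 1x PFK enzyme wells and -100% = no-enzyme wells; nearly all actives have a fitted effect of over 60% in size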
# Target sequence (O15648 whole entry, looked up): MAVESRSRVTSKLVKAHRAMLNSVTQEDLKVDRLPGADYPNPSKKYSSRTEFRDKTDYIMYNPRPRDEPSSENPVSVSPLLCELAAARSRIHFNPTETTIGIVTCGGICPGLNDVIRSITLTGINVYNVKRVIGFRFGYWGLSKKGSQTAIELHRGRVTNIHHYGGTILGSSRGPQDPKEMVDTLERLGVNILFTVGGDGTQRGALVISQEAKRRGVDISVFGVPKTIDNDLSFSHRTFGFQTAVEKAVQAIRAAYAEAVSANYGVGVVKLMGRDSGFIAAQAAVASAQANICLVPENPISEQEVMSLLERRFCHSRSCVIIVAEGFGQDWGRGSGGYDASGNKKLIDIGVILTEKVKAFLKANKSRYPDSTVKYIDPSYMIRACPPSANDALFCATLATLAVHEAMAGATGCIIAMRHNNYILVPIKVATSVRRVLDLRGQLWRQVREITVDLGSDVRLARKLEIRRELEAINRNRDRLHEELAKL
#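 PFK 1.25 nM, F6P 0.5 mM, ATP 0.1 mM, 0.1 M TEA pH 8.0, 5 mM MgCl2, 0.01% Tween20, 0.1% BSA; 45 min RT. ADP-Glo readout. qHTS titration up to 57 uM; curves fitted, compounds curve-classed.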
# BCR signal inh: blocks chronic active B-cell receptor signaling | ABC-DLBCL IkBa-CBG/CBR reporter, luminescence ratio, 4 h | Potency, µM (series often up to 46.1 µM), without a hit: at the highest dose ratio change, negative = lower green/red ratio, most hits filed as inhibitors | actives 0.05% (n = 340,000); active = well fitted inhibition curve with a large enough effect in the signal ratio, with a control signal flat, not every such curve was filed as active; inconclusive = small, poorly fitted or top-dose-only effect, or effect the other way, or a change in a side signal; the % refers to the signal ratio;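 note: potency is the fitted concentration of half-maximal effect; plate controls were basal doxycycline-induced cells for no effect and cells given 10 µM MG132 for full effect; MG132 reads +100%, hits lower the ratio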
#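 TMD8 ABC-DLBCL cells carrying doxycycline-inducible green luciferase fused to IkappaBalpha plus unfused red luciferase were exposed to compounds (up to 46 uM) for 4 hrs at 37C. Activity came from the overlap-corrected green/red luminescence ratio.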
# hERG WT inh: blocks the wildtype human KCNH2 potassium channel; actives 0.37% (n = 340,000); activity change, % at 1.84 µM; AID 720551; U2OS, BacMam KCNH2, thallium flux FluxOr; active compounds read low;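 active = maximum activity change below -70%; inconclusive = maximum activity change between -70% and -50%; inactive = maximum activity change above -50%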; note: % is set by controls: 0 for no effect and ±100 for the full control effect
#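 U2OS cells transduced with wild-type KCNH2 virus are loaded with FluxOr dye for 45 min, and thallium flux is measured in kinetic reads before and after stimulation buffer. Rate constants are normalized to DMSO controls.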
# TSHR antag: human thyrotropin receptor antagonism | TSHR-expressing cells, TSH-stimulated cAMP HTRF, 2 h; active compounds read low | AID 504810 | P16473 | actives 0.2% (n = 330,000) | activity change, negative = inhibition, % at 11.5 µM;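 active = activity change below a set negative limit, meaning inhibition stronger than a set level, cut at about -70% in these data; inconclusive = activity change between two set negative limits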; note: % is set by controls: 0 for no effect and ±100 for the full control effect
#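 Antagonism was scored as loss of TSH-driven cAMP in TSHR cells, stimulated with 4nM TSH (EC80) for 2 hours at 37 deg C and detected by homogeneous HTRF competition immunoassay.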
# GALK inh: inhibitors of human galactokinase. P51570. Purified GALK, Kinase-Glo residual ATP luminescence. Potency, µM (doses to about 57.5 µM), inactives show top-dose activity change, negative = inhibition, usual class: inhibitors. actives 0.007% (n = 270,000). AID 1868; note: potency is the fitted concentration of half-maximal effect; % is set by controls: 0 for no effect and ±100 for the full control effect
# Target sequence (P51570 whole entry, looked up): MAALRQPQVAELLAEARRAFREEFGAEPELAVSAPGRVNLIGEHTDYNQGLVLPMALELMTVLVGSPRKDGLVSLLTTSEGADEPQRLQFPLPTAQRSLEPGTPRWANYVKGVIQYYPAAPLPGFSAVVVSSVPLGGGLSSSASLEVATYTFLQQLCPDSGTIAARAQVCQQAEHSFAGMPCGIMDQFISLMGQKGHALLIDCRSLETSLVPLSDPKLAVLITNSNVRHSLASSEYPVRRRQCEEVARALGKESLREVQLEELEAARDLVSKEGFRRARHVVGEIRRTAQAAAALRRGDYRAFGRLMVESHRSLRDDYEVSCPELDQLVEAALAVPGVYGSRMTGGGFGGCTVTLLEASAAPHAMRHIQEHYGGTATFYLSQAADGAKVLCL
#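 The enzyme phosphorylates galactose (100 uM) using ATP (35 uM); inhibition is detected as higher residual ATP, quantified by bioluminescence after 1 h reaction at room temperature, pH 8.0.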
# MLL CXXC-DNA inh: MLL CXXC-DNA interaction inhibition. MLL-CXXC / FITC-HOXA9 DNA fluorescence polarization. Potency, µM (doses to about 115 µM), for inactives: top-dose activity change, negative = inhibition, most hits filed as inhibitors. actives 0.037% (n = 290,000); active = well fitted inhibition curve with a large enough effect in the polarisation, with a control signal flat, not every such curve was filed as active; inconclusive = small, poorly fitted or top-dose-only effect, or effect the other way, or a change in a side signal; inactive = no such curve, though single readings can be large or run the other way; the % refers to the polarisation; note: potency is the fitted concentration of half-maximal effect
#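 Purified MLL-CXXC (added from a 7 uM solution) was preincubated 5 min at ambient with pinned compounds in 50 mM Tris-HCl pH 7.5, 50 mM NaCl, 1 mM DTT, 0.05% BSA. Fluorescein-labeled HOX-A9 DNA (50 nM solution) followed, 30 min, then polarization read.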
# A-T KAP1 phos: potential ataxia-telangiectasia treatment; […] A-T fibroblasts, KAP-1 phosphorylation AlphaLISA; neocarzinostatin DNA damage 30 min before lysis; Potency, µM (titrated, usually from 57.5 µM), for the others: at the top dose activation, usual class: activators; actives 0.19% (n = 320,000); AID 485349; note: potency is the fitted concentration of half-maximal effect; % of control where 0% means no effect; nearly all actives have a fitted effect of over 45% in size
#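 ATM-like activity read as KAP-1 phosphorylation via AlphaLISA donor/acceptor antibody pairs after lysis and 6 hr at 25C. Cells were ATM-null patient fibroblasts ([…], hTERT), dosed 60 min, then exposed to the DSB inducer NCS for 30 min.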
# The depositor's hits bear a star; ? = inconclusive; . = no result given; [ ] = remark or other dose. Unless noted, calls come from the whole dose curve; as a rule, active = well fitted curve in the direction sought with a large enough effect; inconclusive = small, poorly fitted or top-dose-only effect, or another doubt; inactive = no such curve, though single readings can be large; an effect the other way counts as inactive or inconclusive.
SMILES,Giardia killer,MLL CXXC-DNA inh,Coupling enz,Tb PFK block,TSHR antag,hERG WT inh,TCR act,BCR signal inh,A-T KAP1 phos,GALK inh
CSc1ccccc1NC(=O)c1cc(S(=O)(=O)N(C)C)ccc1N1CCCC1,-1,11%,.,4%,-14,12,-5%,-3%,-6%,2%
COc1ccc(C(=O)Nc2ccccc2C(=O)N/N=C/c2ccco2)cc1,8,-16%,-4,-14%,27,3,-3%[46.1 µM],?,-12%,9%
O=C(Nc1nc2c(s1)CCCC2)c1ccc(N2C(=O)CCC2=O)cc1,-4,1%,.,0%,-13,-1,-3%,6%,4%,5%
CC(=O)Nc1ccc(N(C(=O)CNC(=O)c2ccco2)C(C(=O)NCc2ccco2)c2ccccc2)cc1 (stereo not given),29,-9%,-1,-2%,-2,-1,-2%,-1%,-2%,-2%
CCc1ccc(C(O)(C(C)C)C(CN2CCOCC2)c2ccccc2)cc1 (stereo not given),1,8%,0,-12%,-3,-2,2%,?,9%,.
Cc1cc(C)n(-c2nc(C)nc(NCc3ccccc3)n2)n1,18,11%,2,1%,-18,-1,2%,?,1%,-2%
Cc1ccc(CNc2nc3ccccc3n3cnnc23)cc1,-16,-3%,-1,-6%,2,-1,4%,?,6%,-1%
Cc1[nH]c2c(Cl)cccc2c(=O)c1CN1CCCCCC1,10,-7%,1,1%,3,3,2%,2%,11%,5%
O=C(COC(=O)c1cccnc1Cl)NCCc1ccc(F)cc1,-5,.,.,-3%,-7,2,-6%[46.1 µM],2%,0%,.
COC(=O)c1cn(NC(=O)Cc2ccc(Cl)cc2)c(=O)c2ccccc12,12,-5%,5,-3%,4,-3,3%[46.1 µM],0%,-5%,.
N#CC1=C(N)OC2=C(C(=O)CC(c3ccccc3)C2)C1c1ccoc1 (stereo not given),7,9%,0,3%,4,1,.,-4%,13%,.
CN(CC(=O)OCC(=O)NC1CCCC1)S(=O)(=O)c1ccc(Cl)cc1,-11,.,.,0%,9,4,1%,?,-2%,.
C(/C=C/c1ccco1)=N/N1CCN(c2ccccc2)CC1,4,0%,-2,0%,-2,2,-1%,?,-13%,0%
CC(C)=CCC/C(C)=C/CNC(=O)C[C@H]1C[C@H](C(=O)N2CCOCC2)[C@@]2(C)c3[nH]c4cc(-c5ccco5)ccc4c3CCN2C1=O,11,.,.,4%,-6,-9,-2%[46.1 µM],?,32%,.
CCN1C(=O)c2ccc(C(=O)Nc3cccc(C(=O)O)c3)cc2C1=O,-7,7%,3,-5%,17,5,-2%,?,-9%,0%
CC(=O)Nc1nonc1-c1nc2ccccc2n1N(C(C)=O)C(C)=O,3,-15%,0,-2%,4,-3,2%,-2%,10%,2%
O=C(CSc1ccccn1)N/N=C/c1cccc([N+](=O)[O-])c1,2,-6%,-23,-1%,-10,-2,-5%[46.1 µM],2%,-3%,0%
Cc1cccc(COCCN2CCN(S(=O)(=O)c3ccccc3)CCC2=O)c1,3,-2%,0,5%,-2,.,7%,0%,0%,-1%
CC(NCc1ccccc1O)C12CC3CC(CC(C3)C1)C2 (stereo not given),4,0%,-3,-2%,5,11,-3%,7%,14%,-1%
O=[N+]([O-])c1ccccc1S(=O)(=O)NCc1cccnc1,-27,-6%,1,-3%,-2,-2,-3%,0%,8%,5%
O=[N+]([O-])c1cccc2c(S(=O)(=O)N3CCCCC3)cccc12,-2,-19%,-3,1%,-8,-3,-5%,?,11%,-1%
O=C(Nc1nc(-c2ccc(S(=O)(=O)N3CCCC3)cc2)cs1)c1cccs1,-17,22%,1,-23%,?,-4,4%,1%,-1%,0%
Cc1cc(/C=C(\C#N)C(=O)Nc2ccccc2)c(C)n1-c1ccc(C(=O)O)cc1,8,8%,7,1%,-9,-33,-8%,?,-4%,-1%
Cc1nc2ccc(S(=O)(=O)N(C)CC(=O)N3CCc4ccccc43)cc2s1,-1,3%,-1,1%,-9,-4,6%,7%,2%,1%
CCOc1cc(/C=C(\C#N)C(N)=O)ccc1OCc1c(C)no[n+]1[O-],-2,-28%,6,-2%,8,-6,2%,-10%,-2%,-1%

# Following part:
SMILES,Giardia killer,MLL CXXC-DNA inh,Coupling enz,Tb PFK block,TSHR antag,hERG WT inh,TCR act,BCR signal inh,A-T KAP1 phos,GALK inh
O=c1ccc(-c2n[nH]c(=S)n2-c2ccc(F)c(Cl)c2)n[nH]1,18,10%,6,7%,-2,2,11%,5%,4%,1%
COc1ccccc1C(=O)NCCC(=O)Nc1ccc(S(=O)(=O)N2CC(C)CC(C)C2)cc1 (stereo not given),-27,.,.,4%,23,9,-1%,-14%,2%,.
CCNC(=O)CN(c1ccccc1)S(=O)(=O)c1ccc(Cl)cc1,27,1%,2,3%,2,8,2%,?,3%,1%
COc1ccc(-n2nc(C(=O)NCC(=O)NCCCN3CCOCC3)c3ccccc3c2=O)cc1OC,14,4%,1,2%,5,-4,-6%,4%,-4%,1%
CC(C)[C@H](NC(=O)OC(C)(C)C)c1nnc(SCC(=O)Nc2ccc(Br)cc2)o1,0,-4%,-3,-4%,-38,2,6%,2%,11%,2%
CC(=O)c1cccc(NC(=O)c2ccc(OCc3c(C)noc3C)cc2)c1,4,.,.,-7%,-3,-7,.,0%,-15%,.
Cc1c(C(=O)NCc2ccccc2CN2CCCC2)oc2c(F)cccc12,-4,.,.,0%,7,8,4%,3%,-3%,.
O=C(CCCc1cccs1)N1CCN(S(=O)(=O)c2ccccc2Br)CC1,12,4%,5,-1%,-10,-4,-9%,-1%,9%,8%
O=C(Cn1c(=O)oc2ccccc21)NCc1ccco1,-10,-1%,0,1%,-11,5,0%,-3%,-1%,-2%
CCCCc1nc2cc(C(=O)N3CCCCC3C(=O)OC)ccc2o1 (stereo not given),18,3%,-2,1%,-10,-14,-4%,7%,1%,0%
Cc1[nH][nH]c(=O)c1[C@@H](c1ccccc1[N+](=O)[O-])C(C#N)C#N,34[activator],-1%,1,9%,1,-3,-9%,?,-3%,4%
CCCCNC(=O)c1cc2c(=O)n3cccc(C)c3nc2n(Cc2ccccc2)c1=N,22,23%,-1,3%,-2,-28,-3%,-2%,10%,4%
O=C(CCNC(=O)Cn1ccc2ccccc2c1=O)NCCN1CCN(c2cccc(Cl)c2)CC1,8,4%,2,-3%,-1,-4,-7%,?,-5%,1%
Cc1ccc(-c2noc(CSc3nnc(Cc4ccccc4)n3-c3ccc(Cl)cc3)n2)cc1,2,?,0,2%,-5,4,-6%,?,-1%,-4%
Cc1ccc2nc(-c3cccc(-c4cccc(Cl)c4)c3)c(NCc3ccccc3)n2c1,-17,.,.,0%,-10,-10,5%,5%,?,.
CN(CC(=O)Nc1c(Cl)cccc1Cl)C(=O)c1ccccc1SCC(=O)N1CCCC1,-9,27%,.,1%,34,-1,-3%,6%,-12%,-5%
O=C(NCc1ccc(Cl)cc1)C1CCCN(C(=O)c2ccc(Cl)cc2)C1 (stereo not given),-16,.,.,0%,-3,-8,-1%,-10%,-2%,.
COc1ccc(N(CC(=O)Nc2ccccc2C(F)(F)F)C2=NC3CS(=O)(=O)CC3S2)cc1 (stereo not given),3,.,2,3%,-1,-1,-2%,?,4%,.
N/C(CS(=O)(=O)c1ccc(F)cc1)=N\O,-8,-14%,2,0%,-5,-3,-2%,2%,-6%,.
Cc1ccccc1N1CCN(S(=O)(=O)c2nnc(NC(=O)c3ccco3)s2)CC1,-3,18%,18,-5%,-21,-1,4%,19%,2%,4%
CCN(CC)S(=O)(=O)c1ccc(O)c(C(=O)OCC(=O)N(C)Cc2ccccc2)c1,6,3%,5,-1%,1,1,3%,-2%,19%,4%
Cc1ccc(OCCN2CCN(C(=O)CCC(=O)Nc3nnc(C)s3)CC2)cc1,4,7%,1,3%,-1,5,1%[46.1 µM],9%,-6%,-2%
Cc1ccc(SCc2cc(=O)n3[nH]c(C)nc3n2)cc1,0,-4%,5,-13%,0,1,-2%,?,-4%,0%
COc1ccc(CSc2cccc3cccnc23)cc1[N+](=O)[O-],5,8%,-6,3%,-4,-5,-8%[46.1 µM],?,-1%,3%
O=C(c1ccco1)[C@@H]1[C@@H]2C(=O)N(c3ccc(Br)cc3)C(=O)[C@@H]2C2c3ccccc3C=CN21 (stereo not given in full),0,4%,-40*,0%,-19,-7,-6%,?,5%,1%
COc1cc(NC(=S)NC(=O)c2cc(C)cc(C)c2)ccc1NC(=O)c1cccs1,14,3%,-2,21%,-5,4,-1%[46.1 µM],?,-1%,1%
COc1ccc(C)cc1NC(=O)NC1CCCCCCC1,-4,-2%,.,2%,-23,16,6%,-5%,11%,-1%
CCCCc1ccc(N=N/C(C(=O)Nc2ccccc2OC)=C(/C)O)cc1,-27,-10%,4,0%,0,0,0%[46.1 µM],2%,12%,.

# Bioassay records: PubChem, National Center for Advancing Translational Sciences (NCATS)
